Screening results as filed in PubChem BioAssay.
VLA-4 antagonist: blocks LDV-FITC ligand binding to Mn2+-activated human VLA-4 integrin. P13612. Jurkat cells, LDV-FITC binding with Mn2+, flow cytometry; 100% = Mn2+-driven binding gain fully reversed. inhibition, % at 10 µM (by protocol). actives 0.2% (n = 24,000);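 active means inhibition above 50%; inconclusive means compound itself fluorescent, judged against control cell fluorescence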;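 further: 0% = Mn2+ stimulated cells lacking compound and 100% = ligand binding without Mn2+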
Target sequence (P13612 whole entry, looked up): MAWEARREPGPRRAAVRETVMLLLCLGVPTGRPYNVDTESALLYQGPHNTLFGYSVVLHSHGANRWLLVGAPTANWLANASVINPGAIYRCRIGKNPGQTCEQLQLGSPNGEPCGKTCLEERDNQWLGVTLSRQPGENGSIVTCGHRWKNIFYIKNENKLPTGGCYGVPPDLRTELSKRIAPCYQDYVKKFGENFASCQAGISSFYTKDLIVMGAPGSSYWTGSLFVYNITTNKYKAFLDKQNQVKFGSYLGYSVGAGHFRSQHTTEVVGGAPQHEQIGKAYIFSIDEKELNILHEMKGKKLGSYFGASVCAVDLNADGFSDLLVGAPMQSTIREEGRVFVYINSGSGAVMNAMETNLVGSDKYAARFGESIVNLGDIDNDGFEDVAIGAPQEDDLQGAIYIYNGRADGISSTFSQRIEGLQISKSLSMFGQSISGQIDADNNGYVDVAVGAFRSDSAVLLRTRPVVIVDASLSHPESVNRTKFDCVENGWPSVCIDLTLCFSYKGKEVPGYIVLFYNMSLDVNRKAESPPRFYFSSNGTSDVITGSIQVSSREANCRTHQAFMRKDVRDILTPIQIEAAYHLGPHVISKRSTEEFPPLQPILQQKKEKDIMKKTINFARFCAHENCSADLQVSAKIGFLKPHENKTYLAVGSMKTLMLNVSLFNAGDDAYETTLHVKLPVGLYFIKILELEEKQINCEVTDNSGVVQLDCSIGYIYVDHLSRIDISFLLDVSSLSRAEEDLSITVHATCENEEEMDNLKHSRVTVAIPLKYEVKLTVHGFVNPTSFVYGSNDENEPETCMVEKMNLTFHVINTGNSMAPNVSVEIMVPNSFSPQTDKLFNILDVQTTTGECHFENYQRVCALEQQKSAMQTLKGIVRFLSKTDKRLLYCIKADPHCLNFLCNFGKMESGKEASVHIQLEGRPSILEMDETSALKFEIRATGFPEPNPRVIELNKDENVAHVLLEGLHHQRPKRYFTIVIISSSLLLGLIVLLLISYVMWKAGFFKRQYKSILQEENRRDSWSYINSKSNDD
LNCaP diff act: activators of LNCaP prostate cell differentiation | flow cytometry side scatter, 4 d | side scatter shift, % at 10 µM | actives 0.56% (n = 24,000);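 active means side scatter shift above 30%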;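 further: androgen-responsive LNCaP prostate cancer cells in charcoal-stripped serum medium; percent of cells past a gate set so DMSO wells show 10% shift; higher shift means more granular cells and more differentiation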
Autofluor Jurkat: compound fluoresces in Jurkat cells, VLA-4 screen interference | actives 0.61% (n = 24,000) | compound autofluorescence, flow cytometry; hits give high values; 1 = vehicle-only cell background | fluorescence ratio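 (tested at 10 µM compound in the well)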;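 active means fluorescence ratio above 2.44, which is 1 plus 3 SD of all ratios; inconclusive means signal too bright to measure linearly, ratio around 10 or more; inactive means fluorescence ratio below 2.44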;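 further: green fluorescence of cells measured with 488 nm excitation and 530 nm emission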
VLA-4 allo ag: allosterically activates the human VLA-4 integrin. 24,000 tested, under 10 active. P13612. Jurkat cells, LDV-FITC binding, flow cytometry. activation, % at 10 µM (by protocol);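 active means fluorescent ligand binding to cells raised by more than 40% of the manganese-induced maximum; inconclusive means compound's own fluorescence above 85% of the ligand control signal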;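 further: 0% = ligand binding without compound and 100% = manganese-stimulated maximal binding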
Starred values were filed as active, the others as inactive. An excerpt. The share of hits here may be higher or lower than overall.

How did CCOC(=O)CC(=O)CSc1ccc2nnc(-c3cccc(F)c3)n2n1 do in these assays?
VLA-4 antagonist: -21.0; LNCaP diff act: 7.0; Autofluor Jurkat: 1.16; VLA-4 allo ag: 11.0

How did C=CCn1c(SCC#N)nc2c(c1=O)C(C)(C)Cc1ccccc1-2 do in these assays?
VLA-4 antagonist: 1.0; LNCaP diff act: 10.0; Autofluor Jurkat: 1.01; VLA-4 allo ag: -2.0

How did CCCN(CCC)CCCNC(=O)c1cc2c(=O)n(C)c3ccccc3c2n1C do in these assays?
VLA-4 antagonist: 8.0; LNCaP diff act: 15.0; Autofluor Jurkat: 1.15; VLA-4 allo ag: -3.0

What do the screens show for `Cc1ccc2cc(CCNC(=O)C(C)C)c(=O)[nH]c2c1C`?
VLA-4 antagonist: 8.0; LNCaP diff act: 4.0; Autofluor Jurkat: 1.01; VLA-4 allo ag: -2.0

Results for CCCCn1c(CN(C)Cc2ccccc2)nc2c1c(=O)n(C)c(=O)n2C ?
VLA-4 antagonist: -2.0; LNCaP diff act: 10.0; Autofluor Jurkat: 1.06; VLA-4 allo ag: -2.0

What do the screens show for `O=C1CCc2cc(S(=O)(=O)N3CCCC3C(=O)N3CCN(c4ccccc4)CC3)ccc2N1` (stereo not drawn)?
VLA-4 antagonist: 0.0; LNCaP diff act: 11.0; Autofluor Jurkat: 1.2; VLA-4 allo ag: 1.0

What do the screens show for `O=C(c1ccco1)c1nnn(Cc2ccccc2)c1-c1ccccc1`?
VLA-4 antagonist: 3.5; LNCaP diff act: 22.0; Autofluor Jurkat: 1.05; VLA-4 allo ag: -6.0

Results for COc1ccc(NC(=O)CSc2nnc(Cc3cccn3C)n2-c2ccc(C)cc2)cc1OC ?
VLA-4 antagonist: -4.0; LNCaP diff act: 10.0; Autofluor Jurkat: 1.05; VLA-4 allo ag: 2.0

Results for CCOC(=O)CSc1nc2ccccc2c(=O)n1CCCCCC(=O)NCc1ccco1 ?
VLA-4 antagonist: 9.2; LNCaP diff act: 5.0; Autofluor Jurkat: 1.1; VLA-4 allo ag: -5.8

Results for CCn1nccc1C(=O)Nc1nccs1 ?
VLA-4 antagonist: -23.0; LNCaP diff act: 6.0; Autofluor Jurkat: 1.07; VLA-4 allo ag: 9.5

What do the screens show for `COc1ccc(Cn2c(SCC(=O)NCc3ccco3)nc3ccsc3c2=O)cc1`?
VLA-4 antagonist: 11.0; LNCaP diff act: 3.0; Autofluor Jurkat: 1.13; VLA-4 allo ag: -1.0

How did CCOC(=O)c1c(C)c(C(=O)N2CCN(C(=O)c3ccco3)CC2)c(C)n1C do in these assays?
VLA-4 antagonist: -14.0; LNCaP diff act: 14.0; Autofluor Jurkat: 1.04; VLA-4 allo ag: 6.0

How did COc1ccccc1-n1cnc2cc(NS(=O)(=O)c3ccccc3)ccc21 do in these assays?
VLA-4 antagonist: -3.0; LNCaP diff act: 11.0; Autofluor Jurkat: 1.14; VLA-4 allo ag: -1.5

Results for CCOc1ccc(CCNc2cc(C)nc3ncnn23)cc1OCC ?
VLA-4 antagonist: -14.5; LNCaP diff act: 14.0; Autofluor Jurkat: 0.76; VLA-4 allo ag: 6.0

Results for CCCSc1nnc(Cc2cc(=O)[nH]c(=O)[nH]2)n1-c1cc(C)ccc1C ?
VLA-4 antagonist: 12.0; LNCaP diff act: 11.0; Autofluor Jurkat: 1.12; VLA-4 allo ag: -2.0

What do the screens show for `CCCCOC(=O)Nc1nccs1`?
VLA-4 antagonist: 15.3; LNCaP diff act: 5.0; Autofluor Jurkat: 1; VLA-4 allo ag: 2.3

Results for O=C(CN1C(=O)C2C3C=CC(C3)C2C1=O)NCC1COc2ccccc2O1 (stereo not drawn) ?
VLA-4 antagonist: -4.0; LNCaP diff act: 9.0; Autofluor Jurkat: 1; VLA-4 allo ag: 1.0

Results for CCOC(=O)c1c(-c2ccc(C)o2)csc1NC(=O)CN1CCN(CC)CC1 ?
VLA-4 antagonist: -3.0; LNCaP diff act: 34.0*; Autofluor Jurkat: 1.01; VLA-4 allo ag: -0.5

Results for COc1ccccc1C(=O)N1CCN=C1SC ?
VLA-4 antagonist: inconclusive; LNCaP diff act: 1.0; Autofluor Jurkat: 1.01; VLA-4 allo ag: inconclusive

What do the screens show for `CC1Cn2c(nnc2-c2cccc(Cl)c2)S1` (stereo not drawn)?
VLA-4 antagonist: 2.0; LNCaP diff act: 3.0; Autofluor Jurkat: 1.07; VLA-4 allo ag: -2.0

What do the screens show for `COc1cc(-n2c(C)nc3cc(C(=O)NCc4ccco4)ccc32)cc(OC)c1OC`?
VLA-4 antagonist: -35.0; LNCaP diff act: 9.0; Autofluor Jurkat: 1.05; VLA-4 allo ag: 9.0

Results for CCOc1ccc(CN2C(=O)CCC2(C)C(=O)NCc2cccnc2)cc1 (stereo not drawn) ?
VLA-4 antagonist: 4.0; LNCaP diff act: 4.0; Autofluor Jurkat: 1.09; VLA-4 allo ag: 1.0

Results for C=CCn1c(NCc2cc(C)ccc2O)nc2ccccc21 ?
VLA-4 antagonist: -5.0; LNCaP diff act: 3.0; Autofluor Jurkat: 1.04; VLA-4 allo ag: -7.0

Results for Cc1nc2ncnn2c(C)c1CCC(=O)Oc1ccccc1 ?
VLA-4 antagonist: 0.0; LNCaP diff act: 6.0; Autofluor Jurkat: 0.99; VLA-4 allo ag: 2.0

What do the screens show for `CCC(C)NC(=O)C1c2ccccc2C(=O)N1Cc1cc(OC)ccc1OC` (stereo not drawn)?
VLA-4 antagonist: inconclusive; LNCaP diff act: 6.0; Autofluor Jurkat: 1.11; VLA-4 allo ag: inconclusive

How did O=C(NCCc1ccccc1)C1CCN(S(=O)(=O)c2cccc3nsnc23)CC1 do in these assays?
VLA-4 antagonist: 8.0; LNCaP diff act: 9.0; Autofluor Jurkat: 1.04; VLA-4 allo ag: 5.0

What do the screens show for `Cc1ccccc1OCC(O)Cn1c(NCCN(C)C)nc2c1c(=O)n(C)c(=O)n2C` (stereo not drawn)?
VLA-4 antagonist: -31.0; LNCaP diff act: 7.0; Autofluor Jurkat: 1; VLA-4 allo ag: 0.0

Results for COc1cc(C(=O)NCCC(=O)NCc2ccc3c(c2)OCO3)cc(OC)c1OC ?
VLA-4 antagonist: -13.0; LNCaP diff act: 4.0; Autofluor Jurkat: 1.03; VLA-4 allo ag: 3.0

What do the screens show for `COc1cc(-c2nc(S(=O)(=O)c3ccc(C)cc3)c(N(C)C)o2)cc(OC)c1OC`?
VLA-4 antagonist: 8.0; LNCaP diff act: 17.0; Autofluor Jurkat: 1.09; VLA-4 allo ag: -6.0

What do the screens show for `COc1ccc(NS(=O)(=O)c2ccc3c(c2)CCC(=O)N3)c(OC)c1`?
VLA-4 antagonist: -9.5; LNCaP diff act: 6.0; Autofluor Jurkat: 1.1; VLA-4 allo ag: -1.5

Entries listed so far that have a halogen:
How did CCOC(=O)CC(=O)CSc1ccc2nnc(-c3cccc(F)c3)n2n1 do in these assays?
VLA-4 antagonist: -21.0; LNCaP diff act: 7.0; Autofluor Jurkat: 1.16; VLA-4 allo ag: 11.0

What do the screens show for `CC1Cn2c(nnc2-c2cccc(Cl)c2)S1` (stereo not drawn)?
VLA-4 antagonist: 2.0; LNCaP diff act: 3.0; Autofluor Jurkat: 1.07; VLA-4 allo ag: -2.0

Carrying on:
Results for Cc1nc2nc(Cc3ccccc3)[nH]n2c(=O)c1Cc1ccccc1 ?
VLA-4 antagonist: -17.5; LNCaP diff act: 16.0; Autofluor Jurkat: 1.05; VLA-4 allo ag: 1.5

Results for COc1ccc(N(CC(=O)O)S(=O)(=O)c2cccnc2)cc1 ?
VLA-4 antagonist: inconclusive; LNCaP diff act: 8.0; Autofluor Jurkat: 1.88; VLA-4 allo ag: inconclusive

Results for COc1ccc(-c2noc(C3CCCN(C(=O)CCc4ccccc4)C3)n2)cc1 (stereo not drawn) ?
VLA-4 antagonist: 2.0; LNCaP diff act: 11.0; Autofluor Jurkat: 1.04; VLA-4 allo ag: -25.0

Results for CC(C)Cc1cc(C(=O)NCc2cccs2)no1 ?
VLA-4 antagonist: 1.0; LNCaP diff act: 8.0; Autofluor Jurkat: 1.06; VLA-4 allo ag: 3.0

What do the screens show for `CCN(CC)c1ccc(/C=N/n2nnnc2N)c(O)c1`?
VLA-4 antagonist: inconclusive; LNCaP diff act: 7.0; Autofluor Jurkat: 2.03; VLA-4 allo ag: inconclusive

How did COc1ccc(NC(=O)CCn2cccc2)cc1 do in these assays?
VLA-4 antagonist: -7.0; LNCaP diff act: 6.0; Autofluor Jurkat: 1.11; VLA-4 allo ag: 8.0

Results for COc1ccccc1CNC(=O)CS(=O)Cc1nc(-c2ccccc2C)oc1C (stereo not drawn) ?
VLA-4 antagonist: inconclusive; LNCaP diff act: 8.0; Autofluor Jurkat: 1.42; VLA-4 allo ag: inconclusive

How did COc1cccc(-n2nc(C(=O)O)c3ccccc3c2=O)c1 do in these assays?
VLA-4 antagonist: -10.0; LNCaP diff act: 2.0; Autofluor Jurkat: 1; VLA-4 allo ag: 12.0

Results for COc1cc([C@@H]2c3cc4c(cc3[C@H](O)[C@H]3COC(=O)[C@H]23)OCO4)cc(OC)c1OC ?
VLA-4 antagonist: -6.5; LNCaP diff act: 0.0; Autofluor Jurkat: 0.96; VLA-4 allo ag: 6.0

How did CCN1C(=C2C(=O)c3ccccc3C2=O)C=Cc2ccccc21 do in these assays?
VLA-4 antagonist: -20.0; LNCaP diff act: 6.0; Autofluor Jurkat: 1.12; VLA-4 allo ag: 1.5

What do the screens show for `Cc1n[nH]c(C)c1S(=O)(=O)N1CCC(C(=O)O)CC1`?
VLA-4 antagonist: -7.0; LNCaP diff act: 2.0; Autofluor Jurkat: 0.92; VLA-4 allo ag: -1.0

What do the screens show for `CCN(CC)C(=O)CSC1=Nc2ccccc2C2=NC(Cc3c[nH]c4ccccc34)C(=O)N12` (stereo not drawn)?
VLA-4 antagonist: inconclusive; LNCaP diff act: 11.0; Autofluor Jurkat: 1.23; VLA-4 allo ag: inconclusive

How did CN1C(=O)CSc2ccc(NC(=O)N3CCOCC3)cc21 do in these assays?
VLA-4 antagonist: -6.0; LNCaP diff act: 11.0; Autofluor Jurkat: 1.19; VLA-4 allo ag: 0.0

What do the screens show for `COc1ccc(-c2noc(COc3ccc(Cl)c(C)c3)n2)cc1`?
VLA-4 antagonist: -11.7; LNCaP diff act: 6.0; Autofluor Jurkat: 1.02; VLA-4 allo ag: 0.3

What do the screens show for `CC(=O)NCCn1c(SCC(=O)NCc2ccco2)nc2ccccc2c1=O`?
VLA-4 antagonist: 5.0; LNCaP diff act: 5.0; Autofluor Jurkat: 1.04; VLA-4 allo ag: -3.0

What do the screens show for `COc1cccc(CN(C)CC(=O)NC(=O)NCc2ccco2)c1`?
VLA-4 antagonist: 3.5; LNCaP diff act: 14.0; Autofluor Jurkat: 1.06; VLA-4 allo ag: 0.5

What do the screens show for `COc1ccc(NC(=O)CCCNS(=O)(=O)c2cccs2)cc1`?
VLA-4 antagonist: -21.0; LNCaP diff act: 2.0; Autofluor Jurkat: 0.99; VLA-4 allo ag: 7.0

What do the screens show for `CSc1nc(N2CCOCC2)c2c(c1C#N)CCCCC2`?
VLA-4 antagonist: 8.0; LNCaP diff act: 6.0; Autofluor Jurkat: 0.92; VLA-4 allo ag: -8.5

What do the screens show for `CCn1ncc(Br)c1C(=O)N(C)C12CC3CC(CC(C3)C1)C2`?
VLA-4 antagonist: -10.0; LNCaP diff act: 26.0; Autofluor Jurkat: 1.09; VLA-4 allo ag: 3.0

How did CN(CC(=O)N1CCc2ccccc21)S(=O)(=O)c1cccc2cccnc12 do in these assays?
VLA-4 antagonist: 13.0; LNCaP diff act: 5.0; Autofluor Jurkat: 1.16; VLA-4 allo ag: 1.0

How did CCOC(=O)C1CCCN(C(=O)c2cn(C)c3ccc(S(=O)(=O)N(C)C)cc3c2=O)C1 (stereo not drawn) do in these assays?
VLA-4 antagonist: -8.0; LNCaP diff act: 8.0; Autofluor Jurkat: 1.02; VLA-4 allo ag: -6.0

How did CCC(CC)C(=O)NCCc1cc2ccc(OC)cc2[nH]c1=O do in these assays?
VLA-4 antagonist: -8.0; LNCaP diff act: 14.0; Autofluor Jurkat: 0.83; VLA-4 allo ag: 15.0

What do the screens show for `Fc1ccc(-c2cc(C(F)(F)F)nc(-n3cncn3)n2)cc1`?
VLA-4 antagonist: -5.0; LNCaP diff act: 6.0; Autofluor Jurkat: 1.06; VLA-4 allo ag: -5.0

Results for O=C(OCC(=O)N1CCCCCC1)c1cccs1 ?
VLA-4 antagonist: -13.0; LNCaP diff act: 11.0; Autofluor Jurkat: 1.05; VLA-4 allo ag: 4.0

What do the screens show for `O=C(NCCO)c1scc2c1OCCO2`?
VLA-4 antagonist: -14.3; LNCaP diff act: 7.0; Autofluor Jurkat: 0.99; VLA-4 allo ag: -7.3

What do the screens show for `CCOC(=O)c1ccc(N2C(=O)C3CC=CCC3C2=O)cc1` (stereo not drawn)?
VLA-4 antagonist: -7.0; LNCaP diff act: 3.0; Autofluor Jurkat: 1.11; VLA-4 allo ag: -2.0

What do the screens show for `CC1CCCCN1C(=O)c1cc(-c2ccc(Cl)c(Cl)c2)on1` (stereo not drawn)?
VLA-4 antagonist: -1.0; LNCaP diff act: 8.0; Autofluor Jurkat: 0.99; VLA-4 allo ag: 0.0
